# FBW7 act = activators of human E3 ligase FBW7; Q969H0; AlphaScreen FBW7–phospho-cyclin E peptide binding, activator screen; normalized activity (activation), % at 26.1 µM; 0.13% of 650,000 active; in the data active means normalized activity above about 1.9%;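 further: purified mutant Fbw7 with reduced substrate affinity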
# Target sequence (Q969H0 whole entry, looked up): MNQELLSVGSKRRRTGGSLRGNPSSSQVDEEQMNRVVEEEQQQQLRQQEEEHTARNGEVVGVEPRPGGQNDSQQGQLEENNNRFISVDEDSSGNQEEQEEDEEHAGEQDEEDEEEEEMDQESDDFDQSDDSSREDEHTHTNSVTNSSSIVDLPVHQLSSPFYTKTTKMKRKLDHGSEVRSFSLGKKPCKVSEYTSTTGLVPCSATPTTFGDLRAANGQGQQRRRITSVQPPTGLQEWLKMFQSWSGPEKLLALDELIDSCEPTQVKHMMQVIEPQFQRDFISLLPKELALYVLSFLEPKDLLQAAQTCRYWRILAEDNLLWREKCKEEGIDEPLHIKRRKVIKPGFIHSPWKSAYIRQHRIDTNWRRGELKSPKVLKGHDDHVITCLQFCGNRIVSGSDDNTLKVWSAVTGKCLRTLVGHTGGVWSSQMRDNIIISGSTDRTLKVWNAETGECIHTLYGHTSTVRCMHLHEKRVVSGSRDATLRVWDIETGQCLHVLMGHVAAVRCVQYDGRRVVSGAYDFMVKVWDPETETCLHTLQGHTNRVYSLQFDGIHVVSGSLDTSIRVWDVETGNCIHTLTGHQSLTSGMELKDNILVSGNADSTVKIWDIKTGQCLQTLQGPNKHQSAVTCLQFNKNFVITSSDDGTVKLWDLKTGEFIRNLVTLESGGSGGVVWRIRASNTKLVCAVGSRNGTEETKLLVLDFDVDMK
# TEAD-YAP inh = TEAD-YAP interaction inhibition | HEK-TIYL cells, TEAD-Gal4/YAP UAS-luciferase luminescence | inhibition, % at 9.12 µM | 1.4% of 640,000 active | AID 1259422; in the data active means inhibition above about 32%;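 further: 0% = median of test compound wells and 100% = reference inhibitor wells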
# GPR151 activ = activators of human GPR151. Q8TDV0. PathHunter beta-arrestin GPR151 cells, luminescence. activation, % at 11.2 µM. 1% of 650,000 active. AID 1508602; in the data active means activation above about 4.9%;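 further: 0% = median of compound wells and 100% = cells with positive control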
# Target sequence (Q8TDV0 whole entry, looked up): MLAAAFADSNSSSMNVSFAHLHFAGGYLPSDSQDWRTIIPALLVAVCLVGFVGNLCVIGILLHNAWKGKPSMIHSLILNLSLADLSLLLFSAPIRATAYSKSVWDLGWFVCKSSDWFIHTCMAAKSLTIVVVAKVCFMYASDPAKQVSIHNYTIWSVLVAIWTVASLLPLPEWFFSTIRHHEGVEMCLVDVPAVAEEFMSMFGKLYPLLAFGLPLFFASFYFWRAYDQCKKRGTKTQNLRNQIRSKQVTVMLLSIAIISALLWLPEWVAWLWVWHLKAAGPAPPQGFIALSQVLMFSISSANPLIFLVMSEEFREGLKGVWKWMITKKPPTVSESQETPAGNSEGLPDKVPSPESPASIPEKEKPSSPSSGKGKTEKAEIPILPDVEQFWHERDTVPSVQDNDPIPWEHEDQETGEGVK
# MITF primary = inhibitors of human MITF | O75030 | AlphaScreen MITF homodimerization, bead proximity signal | inhibition, % at 2.6 µM | 0.91% of 650,000 active | AID 1259374; in the data active means inhibition above about 50%;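 further: 0% = vehicle wells with protein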
# * marks the source's active call; other numbers are inactive results.
SMILES,FBW7 act,TEAD-YAP inh,GPR151 activ,MITF primary
Cc1cc(C)cc(NC(=O)CSc2cn(CC(=O)N3CCOCC3)c3ccccc23)c1,0.4,7,-0.2,8
CCCCCCNC(=O)CC(=O)Nc1ccccc1C(=O)O,0.2,3,-1.7,10
Cn1cc(CC(=O)N2CCN(c3ccc(-c4ccccn4)nn3)CC2)c2ccccc21,-1.4,42*,-2.5,122*
O=C(COC(=O)[C@@H]1CC(O)CN1S(=O)(=O)c1ccc2c(c1)OCCO2)c1ccccc1 (some centres not stated),0.1,-5,-0.1,6
COc1ccc(N(C)C(=O)CNS(=O)(=O)c2cccs2)cc1,0.0,-10,1.4,-16
Cc1cc2c(c(=O)o1)C(c1ccccc1OC(=O)N1CCOCC1)C(C#N)=C(N)O2 (configuration not stated),0.2,7,0.5,1
CC(C)C[C@@H]1NC(=O)[C@@H]2C[C@H](NC(=O)c3ccc(-c4ccccc4)cc3)CN2C1=O,0.0,12,2.1,1
O=[N+]([O-])c1cc2c(cc1C=Nc1cccc(CO)c1)OCO2,-0.2,-5,0.0,4
CCOc1ccc(NC(=O)CSc2ccccc2N)cc1,0.2,-17,-0.4,5
COc1ccccc1NC(=O)CSc1nccn1-c1ccc(F)cc1,-0.3,-3,0.5,8
CCOC(=O)CSc1nc2nc(C)c(Br)c(=O)n2[nH]1,-0.1,2,-0.8,5
CCOc1ccccc1NS(=O)(=O)c1ccc2c(c1)NC(=O)CC(=O)N2,-0.1,-3,2.5,4
O=C1c2sc3nnc(-c4ccccc4)c(=O)n3c2C(=O)N1c1ccc(Cl)c(Cl)c1,0.1,-2,-0.2,23
COc1cccc(C(=O)NC(=S)Nc2cc(C(=O)O)ccc2C)c1,0.0,-18,-1.9,3
CN(C)c1ccc(-c2nc3cc(NC(=O)c4ccc(Br)cc4)ccc3o2)cc1,0.0,-17,-0.7,-1
O=C(CSc1nc2ccccc2n1S(=O)(=O)c1ccc(Br)cc1)NCCc1ccccc1,0.0,1,2.1,-6
Cc1nc2c(C(=O)NCc3cccnc3)c[nH]n2c(=O)c1Cc1ccc(F)cc1Cl,0.7,1,-0.2,1
O=C(NCc1ccccn1)C(=O)c1c[nH]c2ccccc12,0.1,-45,3.0,-14
CC(C)OP(=O)(OC(C)C)/C(CC12CC3CC(CC(C3)C1)C2)=N\O,-0.1,-3,0.1,5
O=C(NCc1nc2ccccc2[nH]1)c1cnc(Nc2cnccn2)s1,0.1,-9,-0.6,11
Cn1nnnc1SCC(=O)NNC(=O)COc1ccc(Cl)cc1,0.0,5,-1.8,-15
CC1C(=O)NN=C1C(=O)N/N=C/c1cccnc1 (configuration not stated),0.0,32,-1.5,-17
CCOc1ccc(NC(=O)COC(=O)c2cn(CC)c3nc(C)ccc3c2=O)cc1 (tested in a mixture with another compound),0.0,9,-1.5,3
CCc1ccc(C2=C/C(=C/c3ccco3)C(=O)O2)cc1,-0.1,-13,-0.5,48
CCOC(=O)Cc1c[nH]c2ccccc12,0.1,-7,0.2,2
Cc1cccc(OCC(=O)NCC(=O)N/N=C/c2ccc(N(C)C)cc2)c1,-0.1,13,1.1,-3
CC1(C)CC2CC(C)(CN2C(=O)Cn2cnc3c(cnn3-c3ccc(F)cc3)c2=O)C1 (configuration not stated),-0.1,10,-0.6,-9
COc1ccc(OC)c(C2C3CCCC=C3C(C#N)=C(N)C2(C#N)C#N)c1 (configuration not stated),0.0,11,0.4,8
CCOC(=O)CCc1c(C)nc2cc(C3CCCN(C(=O)OC(C)(C)C)C3)[nH]n2c1=O (configuration not stated),-0.6,0,-0.9,9
CCn1c(C(=O)O)c(CNCCc2ccccc2C)c2ccc(OC)cc21,0.6,6,-1.4,13

# 3 structures already listed, sorted by SMILES length, largest number first.
SMILES,FBW7 act,TEAD-YAP inh,GPR151 activ,MITF primary
CC(C)C[C@@H]1NC(=O)[C@@H]2C[C@H](NC(=O)c3ccc(-c4ccccc4)cc3)CN2C1=O,0.0,12,2.1,1
Cc1cccc(OCC(=O)NCC(=O)N/N=C/c2ccc(N(C)C)cc2)c1,-0.1,13,1.1,-3
CCCCCCNC(=O)CC(=O)Nc1ccccc1C(=O)O,0.2,3,-1.7,10

# The list continues.
SMILES,FBW7 act,TEAD-YAP inh,GPR151 activ,MITF primary
FC(F)(F)c1cccc(CNc2nc(Nc3ncccn3)nc3nc[nH]c23)c1,-0.1,-1,-1.0,-3
O=C(O)c1ccc(CSCc2c(F)cccc2Cl)o1,0.0,4,-2.2,-9
COc1ccc(Br)cc1C=C1C(=O)N(C)C(=S)N(C)C1=O,0.1,8,-1.0,23
O=C(C1CC12CCN(Cc1ccoc1)CC2)N1CCc2ccccc2C1 (configuration not stated),-0.1,-4,-1.1,11
O=C1NC(=O)C2(CCCc3sccc32)N1 (configuration not stated),0.0,-5,-0.1,1
Cc1cccnc1NC1(C(F)(F)F)N=C(c2ccccc2)NC1=O (configuration not stated),0.0,-6,-1.2,-7
CC(C)CC(NC(=O)OC(C)(C)C)C(=O)NC(C)C (configuration not stated),0.3,-4,-0.6,-1
COc1ccc(CN2CCN(Cc3cccc(OC)c3O)CC2CCO)c(F)c1 (configuration not stated),0.0,12,-0.1,1
COC(=O)c1nnn(CC(=O)Nc2ccc(Br)cc2)c1N,-0.1,13,-0.3,1
C[C@@H](O)C(=O)N1CCN(c2ccc3[nH]ncc3c2)CC1,0.1,-4,-0.8,-3
Cc1cc(Nc2ccc(Oc3ccccc3)cc2)nc(Nc2ccncc2)n1,-0.1,9,1.8,2
CCN(C(=O)c1sc(N)c(C#N)c1C)C1CCCCC1,0.1,-9,-0.1,-14
COc1ccc(-n2nc(C(=O)NCC(=O)NCCN3CCCC3)c3ccccc3c2=O)c(OC)c1,0.1,7,1.2,5
CN(C)c1ccc(Nc2c(C(=O)O)cc([N+](=O)[O-])cc2[N+](=O)[O-])cc1,0.5,-2,1.2,6
Cc1cccc(-c2nnc(Cc3ccc([N+](=O)[O-])cc3)o2)c1,-0.1,-21,-0.7,-1
CCOC(=O)c1ccc(Nc2nnc(-c3cc4ccc(OC)cc4oc3=O)s2)cc1,-0.1,-6,2.0,6
CCCCNC(=O)c1cc2c(s1)-c1ccccc1OC2,0.1,-30,-0.9,-19
CC(C)OC(=O)c1c(NC(=O)c2ccc([N+](=O)[O-])cc2Cl)sc2c1CCCC2,0.1,-12,-0.6,-3
CC(C)C(=O)N1CCN(c2ccc(NC(=O)c3ccccc3)cc2Cl)CC1,0.2,0,0.3,4
CCCCCC(=O)Nc1ccc(C(=O)Nc2ccccc2I)cc1,0.1,-1,0.8,-10

# By substructure, the entries above containing a nitro group on carbon (four)
SMILES,FBW7 act,TEAD-YAP inh,GPR151 activ,MITF primary
O=[N+]([O-])c1cc2c(cc1C=Nc1cccc(CO)c1)OCO2,-0.2,-5,0.0,4
CN(C)c1ccc(Nc2c(C(=O)O)cc([N+](=O)[O-])cc2[N+](=O)[O-])cc1,0.5,-2,1.2,6
Cc1cccc(-c2nnc(Cc3ccc([N+](=O)[O-])cc3)o2)c1,-0.1,-21,-0.7,-1
CC(C)OC(=O)c1c(NC(=O)c2ccc([N+](=O)[O-])cc2Cl)sc2c1CCCC2,0.1,-12,-0.6,-3

# Following part
SMILES,FBW7 act,TEAD-YAP inh,GPR151 activ,MITF primary
O=C(COc1ccc2c(c1)C(=O)CC2)Nc1cccnc1,0.4,-33,1.3,14
O=C(c1ccc(CN2CCCC2)o1)N1CCCC(c2nc3ccccc3c(=O)[nH]2)C1 (configuration not stated),1.2,-6,-0.6,20
CCOc1cc([N+](=O)[O-])cc(/C=N/NC(=O)c2ccccn2)c1O,0.3,-13,0.2,13
CCOC(=O)c1c(NC(=O)C(C)Sc2nnc(CNC(=O)COc3ccc(Cl)cc3Cl)n2C)sc2c1CCCC2 (configuration not stated),0.2,4,-0.2,7
Cc1ccc(N2C(=O)N(CC(=O)N3CCOCC3)C(=O)C2C)cc1 (configuration not stated),0.0,1,2.2,-7
COc1ccc(-c2noc(CNC(=O)COc3cccc(C)c3C)n2)cc1,0.0,8,2.5,-3
COc1ccc(N2CC(C(=O)OCC(=O)Nc3c(C)cc(C)cc3C)CC2=O)cc1 (configuration not stated),0.1,-6,1.2,-12
Cc1nnc(SCC(=O)Nc2ccccc2Br)s1,1.1,1,-0.7,4
O=C(NCCn1cc(SCC(=O)N2CCOCC2)c2ccccc21)c1ccc(F)cc1,0.3,32*,1.0,1
O=C(Nc1cccc2cccnc12)C1CN(c2nc3ccccc3s2)C1,0.2,-3,-1.4,2
CCCSc1nc2nc(C)cc(C)n2n1,-0.1,-9,2.0,2
CCNc1cc(Nc2ccc(C)cc2)c2c3c(onc13)-c1ccccc1C2=O,-0.3,12,-0.1,31
COc1cccc(NC(=O)C(=O)NCCc2ccccc2)c1,0.2,-63,-2.0,7
CC1=C(C(=O)N(C)C)C(c2ccccc2C)NC(=O)N1 (configuration not stated),0.0,0,-0.7,19
O=C(CCn1c(=O)oc2ccccc21)Nc1ccncc1,0.0,1,-0.9,14
COc1ccc(NC(=O)CS(=O)c2ncc(-c3ccc(Cl)cc3)n2C)cc1 (configuration not stated),0.4,-10,0.3,32
COCCn1c(C)cc(C(=O)CN2C(=O)C(=O)N(Cc3ccccc3)C2=O)c1C,0.0,-20,0.0,15
NC(=O)c1cccc(-c2cnc3ccc(NCc4ccc5c(c4)OCO5)nn23)c1,-0.4,2,0.0,-15
COc1ccc(OC)c(C2CC(=O)C3=C(C2)NC(=O)CC3c2c(F)cccc2Cl)c1 (configuration not stated),0.7,-6,-1.2,24
COc1cc(OC)cc(C2C(C#N)=C(N)Oc3n[nH]c(C(C)(C)C)c32)c1 (configuration not stated),-0.2,7,0.3,11
Cc1cccc(N(C)c2nc3ccc(C)cc3n3cnnc23)c1,-0.1,-22,-0.3,29
CSc1cccc(NC(=O)C2C3C=CC4(O3)C2C(=O)N(CCCN2CCCC(C)C2)C4C(=O)NC2CCCC(C)C2C)c1 (configuration not stated),-0.1,-13,-0.3,-9
Nc1nonc1-n1nnc(C(=O)N/N=C/c2ccccc2[N+](=O)[O-])c1CN1CCOCC1,0.3,7,-0.6,4
Cc1[nH]c2ccccc2c1/C=C/c1nc2ccccc2c(=O)n1CCO,0.0,-15,2.9,-15
C/C(N)=C(/C#N)C(=O)COC(=O)c1ccc2c(c1)nc(C)n2-c1ccccc1,-0.1,1,0.1,3
CCCCn1nnnc1NCc1ccc(N2CCCC2)cc1,0.0,6,0.5,17
COc1cccc(C(=O)N2CC[C@@H]3[C@H](CCCN3C(=O)Cc3cccc(F)c3)C2)c1,0.1,-29,0.4,-12
CC(C)n1c(NCCCO)nc2c1c(=O)n(C)c(=O)n2C,-0.2,7,1.5,9
COc1ccc(-c2cc(C(F)(F)F)n3ncc(C(=O)Nc4cccnc4Cl)c3n2)cc1OC,-0.1,-6,0.6,-12
O=C(c1ccc(N2CCc3ccccc32)c([N+](=O)[O-])c1)N1CCc2ccccc21,0.6,0,-3.1,13

# Random excerpt: four records from the list.
SMILES,FBW7 act,TEAD-YAP inh,GPR151 activ,MITF primary
Cc1[nH]c2ccccc2c1/C=C/c1nc2ccccc2c(=O)n1CCO,0.0,-15,2.9,-15
CC(C)n1c(NCCCO)nc2c1c(=O)n(C)c(=O)n2C,-0.2,7,1.5,9
COc1cccc(C(=O)N2CC[C@@H]3[C@H](CCCN3C(=O)Cc3cccc(F)c3)C2)c1,0.1,-29,0.4,-12
CSc1cccc(NC(=O)C2C3C=CC4(O3)C2C(=O)N(CCCN2CCCC(C)C2)C4C(=O)NC2CCCC(C)C2C)c1 (configuration not stated),-0.1,-13,-0.3,-9

# Additional entries follow.
SMILES,FBW7 act,TEAD-YAP inh,GPR151 activ,MITF primary
C=CCc1ccc(OCCOc2cccc(-c3nc4sc5c(c4c(=O)[nH]3)CCCC5)c2)c(OC)c1,-0.3,6,-0.8,4
CCOC(=O)C1(Cc2cccc(OC)c2)CCCN(Cc2ccc(NC(C)=O)cc2)C1 (configuration not stated),-0.1,6,0.1,0
O=C1CC(Sc2nc(-c3ccc(Cl)c(Cl)c3)cc(C(F)(F)F)n2)C2COC1O2 (configuration not stated),0.1,-5,0.7,8
COc1ccc(/C=C/C2=NC(=C\c3ccccc3F)/C(=O)O2)cc1,-0.1,9,0.2,2
O=C(CNc1ccc(Cl)cc1)N/N=C/C(Br)=C/c1ccccc1,-0.1,-4,0.7,-18
O=C(NC(=O)c1ccccc1)OC1CCS(=O)(=O)C1 (configuration not stated),-0.1,0,-0.4,-7
CCN(CC)c1ccc(C(NC(=O)C(C)C)c2ccc3cccnc3c2O)cc1 (configuration not stated),-1.0,74*,-1.3,20
CCOC(=O)C1=C(O)/C(=C/c2ccccc2)SC1=Nc1cccc2ccccc12,0.0,3,0.5,-4
CCCC1=NN(C(=O)COc2ccc(C#N)cc2)C(O)(C(F)(F)F)C1 (configuration not stated),0.6,14,0.1,1
Cc1ccc(S(=O)(=O)NCCC(=O)NCCC(C)C)cc1,0.1,5,1.7,7
c1ccc(Oc2ccccc2-c2cnn3ccc(NCc4cccnc4)nc23)cc1,0.1,17,0.2,1
COc1ccc(-n2c(=O)[nH]cc(C(=O)Nc3ccc(S(N)(=O)=O)cc3)c2=O)cc1OC,-0.1,11,-0.5,15
COc1cc(C=O)ccc1OCC(=O)NC(C)c1ccccc1 (configuration not stated),0.0,12,0.2,-3
CC1CCc2c(sc(NC(=O)c3cccc(S(=O)(=O)N4CCCCC4)c3)c2C#N)C1 (configuration not stated),0.2,6,-0.9,4
COCC(=O)NC(CC(C)C)c1nnc2n1CCN(Cc1ccccc1)CC2 (configuration not stated),-0.1,-3,0.5,-10
COc1ccccc1C1=N/C(=C\c2cccnc2)C(=O)O1,-0.1,-1,0.9,-3
O=C(NC1CC2CCC1C2)c1ccc(Cl)c(S(=O)(=O)Nc2ccccc2)c1 (configuration not stated),-0.3,-4,-0.1,6
O=C(N/N=C/c1ccc2c(c1)OCO2)c1cscn1,0.5,0,-7.4,-3
